Screens from PubChem.
Epigenetic reg = Quantitative High-Throughput Screen for Regulators of Epigenetic Control | 0.2% of 280,000 active | murine LDR cells, GFP reporter derepression, 30 h | Potency, µM (top dose mostly 53.9 µM), for inactives: at the highest dose GFP activation, usual class: activators; note: % of control where 0% means no effect; nearly all actives have a fitted effect of over 60% in size
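Readout is the number of GFP-expressing murine LDR cells, counted by cytometry following washing. Cells were treated with compound for 30 h at 37 C; the stably integrated CMV-GFP locus is normally silent.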
Tau fluor cs = Counterscreen qHTS for Inhibitors of Tau Fibril Formation, Fluorescence Polarization. tau K18 P301L Alexa594 fluorescence, heparin fibrillization. Potency, µM (highest dose often 57.7 µM), inactives show top-dose activity change, negative = decrease. 0.93% of 280,000 active. AID 1463, 2008; note: % is set by controls: 0 for no effect and ±100 for the full control effect; nearly all actives have a fitted effect of over 55% in size
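Human tau K18 P301L (15 uM unlabeled, 0.24 uM Alexa 594-labeled) in 100 mM sodium acetate pH 7 with 20 uM heparin, 6 hr at 37 C. ThT 30 uM added, 1 hr ambient; Alexa 594 FP and total fluorescence read at 555/632 nm.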
Numbers without * were called inactive; ? = inconclusive; [ ] = dose if it differs, or a comment. Calls come from the whole dose curve; as a rule, active = well fitted curve in the direction sought with a large enough effect; inconclusive = small, poorly fitted or top-dose-only effect, or another doubt; inactive = no such curve, though single readings can be large; an effect the other way counts as inactive or inconclusive. Potency is the fitted concentration of half-maximal effect. The list is partial. The share of hits here may be higher or lower than overall.

SMILES	Epigenetic reg	Tau fluor cs
CCSc1nn(CC(=O)Nc2ccc(C(=O)OC)cc2)c(N)c1S(=O)(=O)c1ccc(C)cc1	-0.9%	?
CCCc1nc2ccccc2n2c(-c3ccccc3)c3c(=O)n(C)c(=O)n(C)c3c12	1.0%	7%
O=C(Nc1c(C(=O)N2CCC(N3CCCCC3)CC2)oc2ccccc12)c1c(F)cccc1F	-1.3%	-6%
Cc1ccc(-n2ncc(C(=O)NCCN3CCCC3)c2C2CCN(C(=O)OC(C)(C)C)CC2)cc1C	-0.4%	-1%
CCOC(=O)c1sc2ccccc2c1S(=O)(=O)N1CCN(c2ccccc2)CC1	-1.1%	-27%
Cc1ccc(NS(=O)(=O)c2ccc(-n3cccn3)cc2)cc1Cl	1.4%	?
Cc1ccc(CCNC(=O)c2cc(C)nc3c2c(C)nn3-c2ccc(C)cc2)cc1	-1.3%	-10%
COCCNC(=O)CSc1nc2ccccc2nc1Cc1ccc(C)cc1	-1.1%	-7%
CCn1nnc2cc(C(=O)Nc3ccc(C)c(Cl)c3)ccc21	2.0%	-5%
CCC1CCCCN1C(=O)Cn1c(=O)n(-c2ccc(Cl)c(Cl)c2)c(=O)c2c(C)c(C(=O)N(C)C)sc21 (centres undefined)	-0.5%	-6%
CCc1cccc(NC(=O)c2ccc3c(c2)c(C)c(C)n3Cc2ccc(F)cc2)c1	0.4%	-24%
Cc1nnc(N2CCC(C(=O)NCCC(C)C)CC2)c2nn(-c3ccc(Cl)cc3)c(C)c12	-3.8%	7%
CCOC(=O)c1c(C)[nH]c(C)c1S(=O)(=O)NCC(=O)Nc1cccc(C#N)c1	-0.4%	-15%
CCCCc1nn2c(=O)cc(COC(=O)c3cccc(Cl)c3)nc2s1	2.3%	-7%
COc1c(Cl)cc(Cl)cc1/C=C(\C#N)c1nc2ccccc2[nH]1	?	-9%
CCOc1ccc(OCC)c(NS(=O)(=O)c2c(C(=O)N3CCCCCC3)c(C)n(C)c2C)c1	1.1%	3%
Cc1cc(S(=O)(=O)Nc2cc3c(cc2N2CCOCC2)n(C)c(=O)c(=O)n3C)ccc1F	1.5%	-4%
CCC(CC)C(=O)Nc1nnc(SCc2cc(=O)n3cccc(C)c3n2)s1	-3.6%	-10%
CCN(C(=O)CSc1nc2ccccc2n1Cc1cc(C)ccc1C)c1ccccc1	-2.0%	7%
Cc1cc(C)cc(NS(=O)(=O)c2ccc(-c3cc(C)no3)cc2)c1	-3.4%	?
CN(C)c1ccc(C(=O)Nc2sc(Nc3ccccc3)nc2C(N)=O)cc1	7.4%	11µM*[quencher]
Cc1ccc(S(=O)(=O)n2nc(C)c(S(=O)(=O)N3CCCCCC3)c2C)cc1C	-1.7%	-1%
Cc1nn(C(=O)c2ccc(Cl)cc2)c(C)c1S(=O)(=O)N1CCOCC1	-1.7%	8%
COc1ccc2cc(CNc3ccc(OC)c(OC)c3)c(=O)n(CC(=O)Nc3ccccc3F)c2c1	3.3%	?
O=C(/C=C/c1ccco1)Nc1ccc(F)cc1	0.0%	-6%
SMILES	Epigenetic reg	Tau fluor cs
O=C(CC1N=C2c3ccccc3N=C(SCc3cccc(Cl)c3)N2C1=O)NCCc1ccccc1 (centres undefined)	-1.3%	-6%
CCN(C(=O)CCn1cnc2onc(-c3ccc(F)cc3)c2c1=O)c1ccc(OC)cc1	7.6%	-22%
COc1ccccc1N1CCN(c2ccc(=O)n(CC(=O)NCc3ccc(OC(C)C)cc3)n2)CC1	-1.5%	-12%
CCOc1ccc(NC(=O)CCNS(=O)(=O)c2ccc3c(c2)CCCC(=O)N3)cc1	-0.2%	-16%
COc1ccc(Nc2ncnc3c2cnn3-c2cc(Cl)ccc2C)cc1OC	3.0%	?
CCOc1ccc(N2CC(NC(=O)Cc3ccccc3)CC2=O)cc1 (centres undefined)	7.2%	-12%
COc1ccccc1N1CCN(C(=O)c2cc3c(=O)n(Cc4cccnc4)ccc3nc2C)CC1	0.0%	9%
CCc1cccc(C)c1NS(=O)(=O)c1ccc(-c2cc(C)no2)s1	-1.9%	5%
O=c1c(N2CCN(c3cccc(C(F)(F)F)c3)CC2)csc2ccc(Cl)cc12	-0.9%	-19%
CCc1cccc(C)c1NC(=O)CN1CCCN(Cc2ccccc2Cl)S1(=O)=O	2.8%	-5%
CCOC(=O)c1cccc(NC(=O)Cc2ccc(NC(=O)N3CCCCc4ccccc43)cc2)c1	0.0%	-14%
CCc1ccc(NC(=O)CN2C(=O)C3CCCN3c3ccc(S(=O)(=O)N(CC)CC)cc32)cc1 (centres undefined)	-1.9%	-18%
Cc1c(C(=O)N(C)C)sc2c1c(=O)n(-c1ccc(Cl)c(Cl)c1)c(=O)n2CC(=O)N1CCCCC1C (centres undefined)	-1.3%	7%
CCCCN1CCc2nc(Nc3ccc(OC)cc3OC)ncc2C1	-3.0%	-8%
CCCCNC(=O)CSc1nc2ccccc2nc1Cc1ccc(C)cc1	-2.1%	-7%
CCN(CC)C(=O)C1CCN(S(=O)(=O)c2c(C)noc2/C=C/c2cccc(OC)c2)CC1	-1.1%	-13%
COc1ccc(NC(=O)Nc2nnc(SCC(=O)Nc3cccc(C)c3C)s2)cc1	11%	?
CC(=O)N1CCc2c(sc3c2c(=O)n(-c2ccccc2Cl)c(=O)n3C)C1	0.0%	5%
COc1ccc(N2CCN(C(=O)CS(=O)(=O)c3cccc4nsnc34)CC2)cc1	-0.2%	5%
COc1ccc(OC)c(CNC(=O)c2cc3ccc4cccnc4c3[nH]2)c1	-1.3%	?
COc1cccc(N2C(=O)CSC23C(=O)N(Cc2ccccc2)c2ccccc23)c1 (centres undefined)	-4.1%	-16%
CC(=O)c1cccc(NC(=O)c2ccc3nc(Cc4ccccc4)oc3c2)c1	1.7%	?
Cc1cccc(CNC(=O)c2ccc3oc(=O)n(Cc4ccccc4)c3c2)c1	-3.0%	-30%
CC(=O)c1ccc(NC(=O)Cn2c(=O)cc(C)c3c(C)nn(-c4cccc(F)c4)c32)cc1	0.8%	-25%
Cc1ccc(CNC(=O)c2cccc(NC(=O)N3CCSc4ncccc43)c2)cc1	-1.1%	-7%

Next section (4 carried over from the part before).
SMILES	Epigenetic reg	Tau fluor cs
CC(=O)c1cccc(NC(=O)c2ccc3nc(Cc4ccccc4)oc3c2)c1	1.7%	?
Cc1cccc(CNC(=O)c2ccc3oc(=O)n(Cc4ccccc4)c3c2)c1	-3.0%	-30%
CC(=O)c1ccc(NC(=O)Cn2c(=O)cc(C)c3c(C)nn(-c4cccc(F)c4)c32)cc1	0.8%	-25%
Cc1ccc(CNC(=O)c2cccc(NC(=O)N3CCSc4ncccc43)c2)cc1	-1.1%	-7%
COc1ccccc1NC(=O)C1=C(C)Nc2ncnn2C1c1cccn1C (centres undefined)	0.0%	0%
CCCCc1nnc(SCc2cc(=O)c3cc(F)ccc3[nH]2)n1C	5.5%	-3%
CCCCn1c(=N)c(S(=O)(=O)c2ccc(C)cc2)cc2c(=O)n3cc(C)ccc3nc21	1.2%	-6%
COc1ccc(N2CCN(C(CNC(=O)CC(C)C)c3ccc4c(c3)OCO4)CC2)cc1 (centres undefined)	0.0%	-18%
O=C(Nc1ccc(-c2nc3cc(NC(=O)c4ccccc4Cl)ccc3o2)cc1)c1ccccc1Cl	2.2%	-12%
COc1cc2c(cc1OC)n(CC(=O)c1ccc(F)cc1)c(=O)n1nc(CCn3nc(C)cc3C)nc21	-1.3%	4%
COc1ccccc1N1CCN(C(=O)CSc2nc3ccccc3nc2Cc2ccc(C)cc2)CC1	12%	-13%
O=C(CN1C(=O)COc2ccc(Cl)cc21)Nc1cccc(F)c1	0.8%	-12%
CC(=O)c1ccc(N2CCN(C(=O)CS(=O)(=O)c3cccc4nsnc34)CC2)cc1	0.8%	-7%
COc1cccc(CNS(=O)(=O)c2ccc(-c3cc(C(F)(F)F)on3)s2)c1	0.7%	-26%
CC(=O)c1ccc(N2CCN(c3ccc(NC(=O)c4ccc(F)cc4)cc3C(=O)O)CC2)cc1	-1.3%	-9%
Cc1ccc(NC(=O)Cc2ccc(NC(=O)N3CCCCc4ccccc43)cc2)cc1	0.8%	-15%
CC(=O)c1ccc(N2C(=O)N(Cc3ccccc3C#N)c3ccccc3S2(=O)=O)cc1	-0.5%	-14%
COc1ccc(S(=O)(=O)NCCc2sc(-c3cccc(F)c3)nc2C)cc1	-1.1%	-25%
CCN(C(=O)c1cccn(Cc2ccccc2C)c1=O)c1ccccc1	0.0%	-10%
COc1cccc(NC(=O)C(=O)NCCc2csc(-c3ccc(C(F)(F)F)cc3)n2)c1	1.4%	-19%
COc1cccc2c1Oc1ncccc1N(c1ccc(C(=O)NCc3ccccc3Cl)s1)C2	-5.0%	-17%
Cc1cc(C)cc(-n2c(SCC(=O)N3CCc4ccccc43)nc3c([nH]c4ccccc43)c2=O)c1	0.0%	-1%
Cc1ccc(C(=O)N2CCN(Cc3cc(=O)n4nc(-c5ccccc5)sc4n3)CC2)cc1	-2.2%	1%
COc1ccc(Cl)cc1NC(=O)N(C)CCc1c(C)nn(C)c1C	-4.1%	-11%
CCOc1ccc(C(NC(=O)c2cc(OC)c(OC)c(OC)c2)c2cc(Cl)c3cccnc3c2O)cc1 (centres undefined)	-1.1%	3%
COc1ccc(N2CCN(C(=O)c3cnc(N4CCCC4)nc3C)CC2)cc1	-3.1%	-6%
Cc1cccc(-n2ncc(C(=O)NCc3ccco3)c2C2CCN(C(=O)OC(C)(C)C)CC2)c1	-0.4%	-17%
Cc1noc(-c2ccc(-c3noc(-c4ccc(C(F)(F)F)cc4)n3)cc2)n1	0.0%	-2%
O=C(COc1ccccc1)NC1CC(=O)N(c2ccc3c(c2)OCCO3)C1 (centres undefined)	0.0%	-8%
SMILES	Epigenetic reg	Tau fluor cs
CCn1c(SC)nc2c([nH]c3ccccc32)c1=O	-1.3%	-17%
COC(=O)c1sc2cccc(F)c2c1S(=O)(=O)N1CCN(c2ccc(C)cc2C)CC1	0.8%	-17%
COc1ccc(N2CCN(C(=O)C3CCCN(S(=O)(=O)c4ccc5c(c4)CCCN5C(C)=O)C3)CC2)cc1 (centres undefined)	0.0%	4%
O=C(CSc1nc2c([nH]c3ccccc32)c(=O)n1-c1ccc(Cl)cc1)N1CCCCCC1	4.2%	-6%
Cc1ccccc1NS(=O)(=O)c1ccc2[nH]cc(C(=O)N3CCCCC3)c(=O)c2c1	-1.1%	5%
COc1ccc(-c2cnc(C)o2)cc1S(=O)(=O)Nc1ccc(C)c(N(C)C)c1	1.0%	-13%
C=Cc1ccc(Cn2c(C(=O)O)c(CNCc3ccccc3)c3ccc(C)cc32)cc1	2.2%	-20%
O=C(Nc1cc(C(F)(F)F)ccc1Cl)c1nc2ccccc2nc1N1CCCCC1	0.0%	4%
CNC(=O)c1c(NC(=O)c2ccc(S(=O)(=O)N3CCCC(C)C3)cc2)sc2c1CCC2 (centres undefined)	-1.7%	-13%
COc1ccccc1C(=O)Nc1cccc(C(=O)OCc2cc(=O)n3c4c(sc3n2)CCCC4)c1	5.2%	2%
Cc1ccc(NC(=O)c2cc(S(=O)(=O)N3CCCCCC3)ccc2F)cc1F	2.9%	-23%
COc1cccc(NC(=O)C2CCCN(S(=O)(=O)c3cn(C(C)C)cn3)C2)c1 (centres undefined)	2.8%	-1%
COc1ccc(/C=C/c2nc3ccccc3c(=O)n2-c2cccc(C(F)(F)F)c2)cc1	1.2%	-10%
CC(=O)Nc1ccc(NS(=O)(=O)c2c(C(=O)N3CCC(C)CC3)c(C)n(C)c2C)cc1	0.7%	-3%
COc1cccc(OC)c1C(=O)Nc1ccc2c(c1)N(C(C)=O)CCC2	-1.4%	-2%
CCOc1ccccc1NC(=O)CCS(=O)(=O)c1ccc2c(c1)oc(=O)n2C	-1.3%	-8%
Cc1ccc2[nH]c3c(=O)n(CC(=O)N4CCN(c5ccccc5F)CC4)ncc3c2c1	0.8%	-5%
CSc1cccc(NC(=O)C2CCN(c3nc4ccccc4[nH]3)CC2)c1	-1.3%	-26%
O=C(CN1CCN(C2CCCCC2)C(=O)C1=O)Nc1ccc(Cl)cc1	-2.1%	-2%
COC(=O)CN1C(=O)CSc2ccc(S(=O)(=O)Nc3ccc(F)c(Cl)c3)cc21	1.1%	-25%
CCc1nc2cccnc2n1-c1ccc(CC(=O)Nc2c(C)cccc2C)cc1	1.4%	-9%
COc1ccc(N2CC(NC(=O)COc3ccccc3)CC2=O)cc1OC (centres undefined)	1.3%	10%
O=C(c1ccc([N+](=O)[O-])cc1)N1CCN(c2ccc(Nc3ccccc3)nn2)CC1	-1.0%	?
O=C(c1ccc2c(c1)N(Cc1cccc(Cl)c1)C(=O)c1ccccc1S2(=O)=O)N1CCN(Cc2ccccc2)CC1	0.0%	-6%

3 structures out of the list, sorted by molar mass, rising:
SMILES	Epigenetic reg	Tau fluor cs
CC(=O)c1cccc(NC(=O)c2ccc3nc(Cc4ccccc4)oc3c2)c1	1.7%	?
COc1ccc(N2CCN(C(=O)CS(=O)(=O)c3cccc4nsnc34)CC2)cc1	-0.2%	5%
Cc1ccc(-n2ncc(C(=O)NCCN3CCCC3)c2C2CCN(C(=O)OC(C)(C)C)CC2)cc1C	-0.4%	-1%

Profiles from above.
Profile of COc1ccc(N2CC(NC(=O)COc3ccccc3)CC2=O)cc1OC (centres undefined) = Epigenetic reg = 1.3%; Tau fluor cs = 10%
Profile of COc1cccc(OC)c1C(=O)Nc1ccc2c(c1)N(C(C)=O)CCC2 = Epigenetic reg = -1.4%; Tau fluor cs = -2%
